NF-kB neuron act = compounds increasing NF-kB expression in human neuronal cells | NF-kB reporter expression; hits give high values | fold change at 12.5 µM | hit rate 1.6% among 190,000 | AID 1239; in the data active = fold change above about 3.3
STAT1 inh = STAT1 signaling inhibition. inhibition, % at 5.5 µM. hit rate 0.35% among 200,000. NIH 3T3 STAT1-luciferase reporter, IFN-gamma, luminescence. AID 920;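 active = inhibition above a set limit, the mean inhibition across all tested compounds plus 3 SD, cut at about 34% in these data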;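 also: 0% = IFN-gamma with DMSO and 100% = IFN-gamma with 300 µM nifuroxazide; values of inactives mirror those of a sister screen read the other way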
STAT3 activator = STAT3 signaling activation; U3A cells, IL-6 STAT3-luciferase reporter, luminescence; 100% = signal with IL-6 EC80 alone; activation (% of control), % at 5.6 µM; hit rate 0.91% among 190,000; AID 871;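 active = activation above the screen-wide mean of compound activation plus 3 SD, cut at about 130% in these data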;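 also: 0% = background luminescence of wells with medium and substrate only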
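Test system: STAT3-luciferase reporter U3A cells; Detection: reporter luminescence signal; Times: 1 h compound pre-exposure, 6 h IL-6 stimulation, 37 °C; Benchmarks: IL-6-only high control; Also added: IL-6 stimulus at 33 ng/mL final.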
FLuc inhib CS = counter-screen for luciferase assay inhibitors: firefly luciferase inhibition | P08659 | ATPLite firefly luciferase biochemical luminescence, 10 min | inhibition, % at 10 µM | hit rate 1.5% among 200,000;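 active = inhibition above about 50% when tested at 10 µM, limit read from the data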
Target sequence (P08659 whole entry, looked up): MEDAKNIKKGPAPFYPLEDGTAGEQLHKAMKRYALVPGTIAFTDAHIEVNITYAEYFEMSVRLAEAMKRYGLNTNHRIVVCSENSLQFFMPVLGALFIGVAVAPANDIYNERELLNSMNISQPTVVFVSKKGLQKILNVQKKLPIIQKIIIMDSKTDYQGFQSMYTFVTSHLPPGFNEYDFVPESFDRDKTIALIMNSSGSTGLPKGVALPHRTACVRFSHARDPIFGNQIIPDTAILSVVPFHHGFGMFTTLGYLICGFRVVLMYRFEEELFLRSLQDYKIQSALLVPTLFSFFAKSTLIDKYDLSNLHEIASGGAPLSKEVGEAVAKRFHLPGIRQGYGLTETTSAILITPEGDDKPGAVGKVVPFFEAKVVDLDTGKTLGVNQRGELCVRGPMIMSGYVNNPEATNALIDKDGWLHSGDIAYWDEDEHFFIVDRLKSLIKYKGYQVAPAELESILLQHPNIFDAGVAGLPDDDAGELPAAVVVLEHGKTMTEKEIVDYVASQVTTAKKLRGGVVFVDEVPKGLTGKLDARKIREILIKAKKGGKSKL
STAT3 blocker = reduces IL-6 driven STAT3 reporter signal | AID 862 | hit rate 0.89% among 190,000 | inhibition, % at 5.5 µM | U3A cells, IL-6 STAT3-luciferase reporter, luminescence; host cell line lacks STAT1;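 active = inhibition above the mean inhibition across all screened compounds plus 3 SD, cut at about 44% in these data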;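 also: 0% = DMSO only wells and 100% = 100 µM nifuroxazide control wells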
APP 5UTR inh = APP translation inhibition; SH-SY5Y APP 5'UTR-luciferase reporter, luminescence; hit rate 0.82% among 190,000; inhibition, % at 2 µM;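 active = inhibition above a set limit, derived from the sample mean plus 3 SD, cut at about 45% in these data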; also: values of inactives mirror those of a sister screen read the other way
FLuc act counter = affects firefly luciferase, flagging false hits in luciferase stimulation screens | 200,000 tested, under 10 active | P08659 | ATPlite luciferase biochemical, luminescence, 10 min; 0 = ATP-free wells, 1 = DMSO control | activation factor at 10 µM;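 active = luciferase activation factor, scaled between plate controls, of at least 2 with compound at 10 µM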
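Assay system: Luciferase/luciferin detection reagent, cell-free biochemical luciferase assay / Also added: ATP substrate / Schedule: 10 min at ambient temperature / Measured by: luminescence measurement of luciferase light output / Benchmarks: low control with PBS replacing ATP, high control enzyme plus ATP without compound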
APP 5'UTR act = APP 5'UTR luciferase reporter activation; SH-SY5Y APP 5'UTR luciferase reporter, luminescence; zero percent = DMSO vehicle wells; activation, % at 2 µM; hit rate 1% among 190,000; AID 1276;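 active = activation above a set limit, based on mean plus 3 SD of controls, cut at about 140% in these data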; also: values of inactives mirror those of a sister screen read the other way
ROMK mod = modulates human ROMK potassium channel activity; P48048; hit rate 2% among 130,000; Tet-inducible ROMK, thallium flux fluorescence; actives lie on both sides; AID 1918; B-score at 10 µM;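 active = signal ratio slope over the read window, or its plate-corrected B-score, at least 3 SD from the plate mean, either direction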;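 also: B-score of the F/F0 ratio slope over 7 to 12 s after thallium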
Target sequence (P48048 whole entry, looked up): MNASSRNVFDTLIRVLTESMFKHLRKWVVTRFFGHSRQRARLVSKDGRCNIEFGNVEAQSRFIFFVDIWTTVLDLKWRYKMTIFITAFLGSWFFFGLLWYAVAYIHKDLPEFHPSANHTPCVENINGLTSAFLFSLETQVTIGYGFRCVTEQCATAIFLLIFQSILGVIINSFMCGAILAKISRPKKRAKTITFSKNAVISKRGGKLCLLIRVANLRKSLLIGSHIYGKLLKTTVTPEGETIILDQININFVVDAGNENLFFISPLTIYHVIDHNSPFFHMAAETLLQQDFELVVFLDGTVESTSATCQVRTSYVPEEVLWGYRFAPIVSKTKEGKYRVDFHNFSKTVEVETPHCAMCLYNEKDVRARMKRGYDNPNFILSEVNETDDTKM
STAT1 act = STAT1 signaling activation; NIH 3T3 STAT1-luciferase reporter, IFN-gamma, luminescence; 100% = IFN-gamma alone, no compound; activation (% of control), % at 5.5 µM; hit rate 2.6% among 200,000; AID 932;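 active = activation above the screen-wide mean activation plus 3 SD, cut at about 130% in these data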;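 also: raw ratio to IFN-gamma control signal so 100% means no change and 0% no light; values of inactives mirror those of a sister screen read the other way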
Starred values were filed as active, the others as inactive; nt = not tested or not shown.

SMILES | NF-kB neuron act | STAT1 inh | STAT3 activator | FLuc inhib CS | STAT3 blocker | APP 5UTR inh | FLuc act counter | APP 5'UTR act | ROMK mod | STAT1 act
Cc1ccc(C2=NN(C(=O)CSc3nc4ncc(Cl)cc4[nH]3)C(c3ccco3)C2)cc1 (configuration not stated) | 1 | -7 | 104 | -2 | -3 | -7 | 1 | 7 | -0.44 | 104
N=c1n(CCO)c2ccccc2n1CCOc1ccccc1 | 1.1 | 5 | 93 | -12 | 11 | 7 | 1.1 | -7 | nt | 95
CCOc1ccc(NC(=O)COC(=O)CCS(=O)(=O)c2ccc(C)cc2)cc1 | 0.98 | -2 | 101 | -2 | 4 | -3 | 1 | 3 | 0.22 | 100
COCCNC(=O)CSc1nc2ccc(N3CCOCC3)cc2c(=O)n1Cc1ccc(OC)cc1 | 1.9 | -23 | 107 | -1 | -3 | -48 | 1 | 48 | nt | 121
Cc1ccsc1-c1nc(CN2CCCC2c2ccc(F)cc2)c(C)o1 (configuration not stated) | 1.1 | 16 | 108 | -5 | -4 | -2 | 1.1 | 2 | 0.9 | 83
COc1ccc(/C=C/C(=O)Nc2cc(S(=O)(=O)N3CCCCC3)ccc2N2CCCCC2)cc1OC | 1.2 | 13 | 101 | -3 | -4 | 1 | 1 | -1 | -0.73 | 89
Cc1nn(Cc2cccc(C(=O)NC(C)c3ccc(C(C)(C)C)cc3)c2)c(C)c1[N+](=O)[O-] (configuration not stated) | 0.73 | 6 | 103 | -6 | -6 | -6 | 1.1 | 6 | -0.56 | 94
CCO/C=C1\N=C(c2ccc(F)cc2)OC1=O | 1 | -3 | 95 | 4 | 8 | 17 | 1 | -17 | nt | 102
Cc1cc(C)nc(SCc2cc(=O)c(OC(=O)c3ccco3)co2)n1 | 0.94 | 8 | 107 | -8 | -4 | 8 | 1.1 | -8 | -0.067 | 93
CCOC(=O)C(=CNc1ccccc1C)C(=O)OCC | 1.1 | 22 | 82 | -3 | 28 | 15 | 1 | -15 | nt | 90
O=C(NC1=NCCS1)C1COc2ccccc2O1 (configuration not stated) | 0.33 | 77* | 14 | 76* | 99* | 2 | 0.2 | -2 | 0.37 | 29
CC(=O)N1N=C(c2ccc(C)cc2)OC1c1ccc(C)cc1 (configuration not stated) | 1.8 | -24 | 116 | -4 | -14 | -29 | 1 | 29 | -0.024 | 122

Compound profiles, as listed above.
Record of Cc1nn(Cc2cccc(C(=O)NC(C)c3ccc(C(C)(C)C)cc3)c2)c(C)c1[N+](=O)[O-] (configuration not stated) : NF-kB neuron act = 0.73; STAT1 inh = 6; STAT3 activator = 103; FLuc inhib CS = -6; STAT3 blocker = -6; APP 5UTR inh = -6; FLuc act counter = 1.1; APP 5'UTR act = 6; ROMK mod = -0.56; STAT1 act = 94
Record of O=C(NC1=NCCS1)C1COc2ccccc2O1 (configuration not stated) : NF-kB neuron act = 0.33; STAT1 inh = 77*; STAT3 activator = 14; FLuc inhib CS = 76*; STAT3 blocker = 99*; APP 5UTR inh = 2; FLuc act counter = 0.2; APP 5'UTR act = -2; ROMK mod = 0.37; STAT1 act = 29

The listing picks up with the 2 entries that preceded the break.
SMILES | NF-kB neuron act | STAT1 inh | STAT3 activator | FLuc inhib CS | STAT3 blocker | APP 5UTR inh | FLuc act counter | APP 5'UTR act | ROMK mod | STAT1 act
O=C(NC1=NCCS1)C1COc2ccccc2O1 (configuration not stated) | 0.33 | 77* | 14 | 76* | 99* | 2 | 0.2 | -2 | 0.37 | 29
CC(=O)N1N=C(c2ccc(C)cc2)OC1c1ccc(C)cc1 (configuration not stated) | 1.8 | -24 | 116 | -4 | -14 | -29 | 1 | 29 | -0.024 | 122
Nc1cc(-c2ccc(Br)cc2)[nH]n1 | 1 | -5 | 111 | 9 | -9 | -15 | 0.9 | 15 | 0.0069 | 104
COc1ccc(CCNC(=O)c2ccc(-c3ccc([N+](=O)[O-])cc3Cl)o2)cc1 | 1.1 | 5 | 108 | -12 | -7 | 6 | 1.1 | -6 | -0.022 | 95
c1ccc(SCCN2CCc3ccccc3C2)cc1 | 1.1 | -14 | 93 | -7 | 11 | 3 | 1.1 | -3 | -1.4 | 113
COc1ccc(C2C=C(c3ccccc3)Nc3nc(CCCO)nn32)cc1 (configuration not stated) | 0.86 | -15 | 95 | -6 | 10 | 16 | 1.1 | -16 | nt | 114
O=S(=O)(Nc1ccccc1N1CCCCC1)c1ccc(F)cc1F | 1.1 | 7 | 103 | -4 | -1 | -18 | 1 | 18 | -0.041 | 93
COc1ccc(C(=O)/C(=C/N(C)C)S(=O)(=O)c2ccccc2)cc1 | 2.1 | -4 | 103 | 1 | 4 | -118 | 1 | 118 | -0.57 | 103
C=CCN1C(=NC(=O)CC)SC2CS(=O)(=O)CC21 (configuration not stated) | 1 | -4 | 101 | -7 | 2 | -8 | 1.1 | 8 | nt | 104
COc1ccc([N+](=O)[O-])cc1NC(=O)COC(C)=O | 1.2 | 6 | 115 | 0 | -9 | -1 | 1 | 1 | 1.3 | 94
O=C(CSc1ccccc1)Nc1ccc(N2CCOCC2)cc1 | 1.6 | -10 | 108 | -3 | -5 | -23 | 1 | 23 | 0.32 | 109
Cc1c(NS(=O)(=O)c2cc(C(=O)OCC(=O)N3CCC(C)CC3)ccc2Cl)c(=O)n(-c2ccccc2)n1C | 1.1 | 8 | 97 | -1 | 12 | -12 | 1 | 12 | -0.068 | 93
CSc1cccc(NS(=O)(=O)c2cccc3nsnc23)c1 | 0.96 | 10 | 95 | -5 | 12 | 1 | 1 | -1 | nt | 92
Cc1ccnc(NC(=O)CCC(=O)N(CC(=O)NCc2ccccc2)Cc2ccco2)c1 | 0.85 | 4 | 101 | -1 | 5 | -5 | 1 | 5 | -0.27 | 94
O=C(COC(=O)c1cc(S(=O)(=O)N2CCOCC2)ccc1O)NCC1CCCO1 (configuration not stated) | 0.91 | 4 | 97 | 1 | 6 | 4 | 1 | -4 | 0.049 | 96
COc1ccccc1CNC(=O)C/C(C)=N/NC(=O)COc1ccc(C)cc1Br | 0.72 | -3 | 99 | -6 | 6 | 0 | 1.1 | 0 | 2.8* | 102
CC(C)CC(NC(=O)C(Cc1ccc(OCc2ccccc2)cc1)NC(=O)OC(C)(C)C)C(N)=O (configuration not stated) | 0.85 | -2 | 106 | 3 | -4 | 8 | 1 | -8 | nt | 102
CCc1cccc(C)c1NC(=O)c1ccoc1C | 1 | 0 | 100 | -2 | 4 | 15 | 1 | -15 | nt | 100
Cc1c(C(=O)NN)nn(-c2ccc(Cl)cc2)c(=O)c1C#N | 1.1 | 13 | 92 | -7 | 14 | 39 | 1.1 | -39 | -0.46 | 89
NS(=O)(=O)c1ccc(N/N=C/c2ccc3c(c2)OCO3)c([N+](=O)[O-])c1 | 1.3 | -17 | 100 | -1 | 8 | -9 | 1 | 9 | 0.28 | 115
CCCCCC/C(C)=C1/SC(=S)NC1=O | 0.93 | -1 | 106 | -5 | -2 | -9 | 1.1 | 9 | nt | 101
CCCCn1c(CCC(=O)O)nc2c1c(=O)[nH]c(=O)n2CCC | 1.2 | -6 | 98 | -6 | 6 | -23 | 1.1 | 23 | 0.53 | 105
CC1CCN(CCCNC(=O)c2cc3sccc3n2C)CC1 | 1.1 | 0 | 100 | -6 | 2 | 4 | 1.1 | -4 | -0.66 | 100
CC(NC(=O)C1CC2CCCC(C1)C2=O)c1ccccc1 (configuration not stated) | 0.87 | -3 | 108 | -3 | -6 | 35 | 1 | -35 | -0.3 | 106
CC(Oc1ccc(C(=O)NCCc2ccccc2)cc1)C(=O)O (configuration not stated) | 1.4 | -5 | 105 | 2 | -4 | -9 | 1 | 9 | -0.57 | 103
COc1ccc(C)cc1NC(=O)CCC(=O)Nc1ccc2nc(N3CCN(C)CC3)cc(C)c2c1 | 0.78 | -7 | 95 | -7 | 11 | -4 | 1.1 | 4 | 0.69 | 105

Ordered by count of non-hydrogen atoms (ascending): three of the compounds above.
SMILES | NF-kB neuron act | STAT1 inh | STAT3 activator | FLuc inhib CS | STAT3 blocker | APP 5UTR inh | FLuc act counter | APP 5'UTR act | ROMK mod | STAT1 act
CCc1cccc(C)c1NC(=O)c1ccoc1C | 1 | 0 | 100 | -2 | 4 | 15 | 1 | -15 | nt | 100
CCCCn1c(CCC(=O)O)nc2c1c(=O)[nH]c(=O)n2CCC | 1.2 | -6 | 98 | -6 | 6 | -23 | 1.1 | 23 | 0.53 | 105
CC(C)CC(NC(=O)C(Cc1ccc(OCc2ccccc2)cc1)NC(=O)OC(C)(C)C)C(N)=O (configuration not stated) | 0.85 | -2 | 106 | 3 | -4 | 8 | 1 | -8 | nt | 102

Following part.
SMILES | NF-kB neuron act | STAT1 inh | STAT3 activator | FLuc inhib CS | STAT3 blocker | APP 5UTR inh | FLuc act counter | APP 5'UTR act | ROMK mod | STAT1 act
CC1(c2ccc(O)cc2)NC(=O)N(c2ccccc2)N1 (configuration not stated) | 1.3 | 0 | 96 | -5 | 9 | -4 | 1.1 | 4 | -0.68 | 100
CCC(C)NC(=O)Cn1cc2c(n1)CCC(C)C2 (configuration not stated) | 1.1 | 0 | 101 | -6 | 3 | -1 | 1.1 | 1 | nt | 100
CCC/C(O)=C1\C(=O)CC(C)(C)CC1=Nc1ccc(OC)cc1OC | 0.95 | 2 | 102 | 0 | 6 | 86* | 1 | -86 | nt | 98
CC(=O)c1cccc(NC(=O)CN2C(=O)NC3(CCCCCCC3)C2=O)c1 | 0.83 | -7 | 111 | -2 | -6 | -16 | 1 | 16 | 0.44 | 106
O=C(Cn1c2ccccc2c(=O)c2ccccc21)N/N=C/c1ccc(N2CCCC2)c([N+](=O)[O-])c1 | 1.4 | 9 | 95 | 0 | 8 | 12 | 1 | -12 | nt | 92
CCOC(=O)CC(NC(=O)Cn1nnc(-c2ccccc2)n1)c1ccc(OC)cc1 (configuration not stated) | 0.96 | 5 | 123 | -1 | -14 | -2 | 1 | 2 | -0.081 | 93
CN(c1ccccc1)S(=O)(=O)c1cccc(C(=O)Nc2ccc3c(c2)CCC3)c1 | 0.89 | 12 | 94 | -1 | 6 | -2 | 1 | 2 | nt | 89
CCOC(=O)c1ccc(NC(=O)N2CCN(Cc3cccc(F)c3)CC2)cc1 | 0.96 | -1 | 108 | 0 | -5 | 1 | 1 | -1 | nt | 101
O=C(NCc1cccs1)c1cccc(S(=O)(=O)N2CCCCC2)c1 | 1 | 5 | 106 | -4 | -1 | -5 | 1 | 5 | nt | 96
CCN1CCN(c2c(Cl)cccc2NC(=O)c2ccc3c(c2)OCCO3)CC1 | 1.1 | -7 | 87 | -4 | 19 | 1 | 1 | -1 | nt | 106
CCOC(=O)c1cnn(-c2ncnc3sc(C)c(C)c23)c1N | 0.8 | 6 | 149* | -5 | -57 | -24 | 1 | 24 | nt | 95
O=C1OC(Nc2ncccn2)c2ccccc21 (configuration not stated) | 1 | -1 | 97 | -4 | 4 | 16 | 1 | -16 | 1.3 | 102
CC(=O)NC(C(=O)c1ccccc1)C(=O)c1ccccc1 | 0.94 | 9 | 95 | -1 | 5 | -8 | 1 | 8 | 0.44 | 92
O=C(CSc1ncnc2nc[nH]c12)c1ccccc1 | 1.5 | -21 | 111 | 4 | -9 | -34 | 1 | 34 | nt | 120

Assay outcomes from PubChem.
